Assay outcomes: PubChem BioAssay, several laboratories
Mtb FBA inh – inhibits M. tuberculosis FBA enzyme. P9WQA3. purified M. tuberculosis FBA, fluorescence read-out. inhibition, % at 1 µM. 360,000 tested, 2.3% active. AID 588726; in the data active = inhibition above about 27%;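 also: 0% = vehicle and 100% = reference inhibitor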
Target sequence (P9WQA3 whole entry, looked up): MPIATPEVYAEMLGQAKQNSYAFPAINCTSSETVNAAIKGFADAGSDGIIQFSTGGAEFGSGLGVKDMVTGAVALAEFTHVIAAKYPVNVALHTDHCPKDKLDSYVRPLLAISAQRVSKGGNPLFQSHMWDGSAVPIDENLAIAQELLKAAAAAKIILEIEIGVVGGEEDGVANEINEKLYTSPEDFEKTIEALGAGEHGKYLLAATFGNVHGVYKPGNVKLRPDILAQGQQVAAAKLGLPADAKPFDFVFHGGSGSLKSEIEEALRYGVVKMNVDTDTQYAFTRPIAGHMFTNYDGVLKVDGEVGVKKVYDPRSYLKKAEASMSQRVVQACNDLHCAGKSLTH
Rv3671c inh – inhibitors of M. tuberculosis serine protease Rv3671c | P9WHR9 | inhibition, % at 5.96 µM | 320,000 tested, 0.048% active; in the data active = inhibition above about 38%;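 also: extracellular domain of Rv3671c used as enzyme; 0% = enzyme with DMSO and 100% = no enzyme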
CCHF vOTU inh – blocks the CCHF virus ovarian tumor domain protease | inhibition, % at 11.5 µM | 370,000 tested, 0.55% active | CCHFV vOTU protease, Pep-AMC fluorescence; also: 0% = vehicle wells with enzyme and 100% = no enzyme wells
GDH-TPI inh – inhibits GDH-TPI coupling enzymes, artifact for Mtb FBA screen; 360,000 tested, 1.2% active; GDH-TPI coupled enzyme counterscreen, NADH absorbance; inhibition, % at 4.8 µM;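 also: 0% = DMSO wells and 100% = wells lacking the enzyme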
Mtb BioA inh – BioA (M. tuberculosis) enzyme inhibition; purified M. tuberculosis BioA enzyme, plate reader; inhibition, % at 9.99 µM; 360,000 tested, 0.096% active; AID 602481; in the data active = inhibition above about 40%; inconclusive = no clear call, values can overlap the other calls
BoNT-F LC inh – inhibitors of Botulinum neurotoxin F light chain protease | Multiplex microsphere protease cleavage assay, flow cytometry | inhibition, % at 10 µM | 360,000 tested, 0.22% active | AID 588497; in the data active = inhibition above about 35%, passing the limit was not always enough; inconclusive = no clear call, values can overlap the other calls; also: plate controls were buffer without enzyme for full effect and enzyme alone for no effect
MazF activator – activators of E. coli MazEF toxin-antitoxin RNase. P0AE70. 350,000 tested, 0.32% active. activation, % at 20 µM. FAM/BHQ RNA-DNA oligo cleavage fluorescence, 5 h; in the data active = activation above about 50%
Target sequence (P0AE70 whole entry, looked up): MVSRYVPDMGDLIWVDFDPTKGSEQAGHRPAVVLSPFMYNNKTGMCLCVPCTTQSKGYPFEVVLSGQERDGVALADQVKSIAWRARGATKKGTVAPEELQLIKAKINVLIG
FadD28 binding – M. tuberculosis FadD28 bisubstrate binding inhibition | 360,000 tested, 0.22% active | inhibition, % at 12.5 µM | FadD28 bisubstrate probe binding, fluorescence polarization; in the data active = inhibition above about 8.5%, passing the limit was not always enough; inconclusive = no clear call, values can overlap the other calls
UGM FP inh – inhibitors of M. tuberculosis UDP-galactopyranose mutase; purified UGM, fluorescence polarization probe displacement; 320,000 tested, 0.06% active; P9WIQ1; inhibition, % at 10 µM; AID 504406; in the data active = inhibition above about 10%, passing the limit was not always enough; inconclusive = no clear call, values can overlap the other calls
Target sequence (P9WIQ1 whole entry, looked up): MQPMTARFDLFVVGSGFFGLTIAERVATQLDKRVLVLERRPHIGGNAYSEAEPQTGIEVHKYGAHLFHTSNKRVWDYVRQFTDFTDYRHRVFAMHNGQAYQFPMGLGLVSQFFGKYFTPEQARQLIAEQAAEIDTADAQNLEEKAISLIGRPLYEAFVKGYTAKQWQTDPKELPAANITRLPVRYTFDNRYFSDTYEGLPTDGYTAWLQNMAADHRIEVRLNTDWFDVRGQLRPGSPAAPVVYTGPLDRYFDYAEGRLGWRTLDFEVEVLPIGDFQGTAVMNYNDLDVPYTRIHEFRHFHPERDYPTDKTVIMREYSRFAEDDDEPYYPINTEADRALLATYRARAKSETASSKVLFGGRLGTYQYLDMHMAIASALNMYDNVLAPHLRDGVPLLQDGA
VHR inh abs – inhibitors of human VHR1 phosphatase (DUSP3); AID 1654; 290,000 tested, 0.52% active; inhibition, % at 13.3 µM; recombinant VHR phosphatase, pNPP absorbance; P51452; in the data active = inhibition above about 50%; also: some compounds called inactive have numbers as strong as hits
Target sequence (P51452 whole entry, looked up): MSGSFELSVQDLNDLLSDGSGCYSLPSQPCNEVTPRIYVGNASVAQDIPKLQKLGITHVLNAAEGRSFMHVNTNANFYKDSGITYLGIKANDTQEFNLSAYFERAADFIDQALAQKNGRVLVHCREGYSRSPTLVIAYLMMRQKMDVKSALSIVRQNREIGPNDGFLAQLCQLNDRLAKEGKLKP
Numbers without * were called inactive; ? = inconclusive; . = not tested or not shown. Rule as the data show it, unless noted: active = inhibition above about 30%; inactive = the rest.

SMILES | Mtb FBA inh | Rv3671c inh | CCHF vOTU inh | GDH-TPI inh | Mtb BioA inh | BoNT-F LC inh | MazF activator | FadD28 binding | UGM FP inh | VHR inh abs
C=CCn1c(O)c(C(CC)=NCC2CCCO2)c(=O)[nH]c1=O (stereo not drawn) | 0 | -1 | -8 | -1 | . | 2 | 1 | -2.0 | 7.4 | 13
COc1ccc2c(CCNC(N)=S)c[nH]c2c1 | -2 | -2 | -10 | -5 | 0.5 | -2 | 13 | -3.8 | -1.0 | -15
O=C1CSCN1c1ccc(Cl)c(Cl)c1 | 3 | 3 | -9 | 7 | 0.3 | 0 | 3 | -1.6 | 2.3 | 22
Cc1ccc(NC(=O)Cn2cc(C=O)c3ccccc32)cc1 | 0 | -3 | -4 | -1 | -1.5 | ? | 12 | -4.6 | -0.2 | 20
O=S(=O)(Nc1c(O)ccc2ccccc12)c1cccc2ccccc12 | 3 | -19 | . | 1 | 0.7 | ? | -6 | -0.8 | -0.7 | .
CN(C)c1nc2c(c(N)nn2-c2ccc(Cl)cc2)c(=O)o1 | -9 | -3 | -1 | -2 | 11 | 4 | 8 | -4.9 | 3.7 | 14
C=CCn1nc2n(c1=O)-c1ccccc1SC2 | -2 | -1 | -15 | -5 | . | -6 | 3 | -1.8 | 1.3 | -7
O=S(=O)(c1c(F)cccc1F)N(CCc1ccc(F)cc1)C[C@@H](O)COCc1ccccc1 | -3 | . | 17 | -2 | -1.3 | -2 | 6 | -5.7 | . | .
COc1cccc2c(Cl)c(CC=C(Cl)Cl)c(C)nc12 | 0 | -1 | 11 | 0 | 1.2 | 0 | -4 | -3.6 | -1.0 | -8
COc1cccc(-n2nnnc2SCC(=O)Nc2nc3c(s2)CCCC3)c1 | -2 | -18 | -2 | 8 | -1.5 | 6 | -2 | 3.5 | 0.9 | 4
NC(=O)c1ccccc1N/C=C/C(=O)c1ccc(F)cc1 | 20 | . | -3 | 20 | -3.5 | 4 | 4 | -3.1 | . | -3
CN(CC(=O)Nc1cccc(F)c1)C(=O)CN1C(=O)C2CCCCC2C1=O (stereo not drawn) | 0 | 2 | 11 | -9 | -0.4 | -13 | 5 | -3.6 | 3.1 | .
CCOC(=O)C(=NC1CCCCC1)NNc1cccc(C(F)(F)F)c1 | 0 | 2 | 0 | 8 | 0.1 | -8 | 3 | 0.8 | -2.4 | 9
COCCn1c(SCC(=O)N2CCCC2=O)nnc1-c1ccncc1 | 1 | . | 3 | 9 | 0.2 | 3 | 7 | 0.1 | . | .
Cc1cc(OCCn2ccnc2)ccc1C(C)C | 0 | -1 | 0 | -2 | -4.9 | 18 | -5 | -1.2 | . | 10
Fc1ccccc1C1CCN(Cc2nc(COc3ccccc3)no2)C1 (stereo not drawn) | 2 | -13 | -3 | 17 | -0.5 | -5 | -2 | -1.2 | 0.0 | 28
COc1cccc(OCCn2cccc2/C=C2/C(=N)N3OC(C)=CC3=NC2=O)c1 | -4 | -26 | -5 | 0 | -2.3 | -1 | -1 | -0.4 | 1.2 | 8
CCOC(=O)c1cnc(SCC(=O)Nc2ccc(N3CCOCC3)c(Cl)c2)nc1N | 1 | -3 | 4 | -8 | 1.0 | -2 | 10 | 0.7 | -2.8 | 33
COc1ccc(/C=C2/CCCc3ccccc3C2=O)cc1 | 4 | . | 3 | 18 | . | -7 | -4 | -0.3 | . | .
O=C(Nc1cccn2ncnc12)c1cccc(C(F)(F)F)c1 | 1 | 6 | -8 | 1 | 0.8 | -2 | -6 | -0.3 | 2.3 | 9
COc1ccc(-c2cnc(N)n2C)cc1 | -2 | 4 | 2 | 1 | 1.9 | -24 | -17 | -0.6 | -0.3 | 2
Cc1nn2c(c1-c1ccccc1)N=C(c1ccco1)CC2c1ccccc1 (stereo not drawn) | -4 | -4 | -3 | 20 | 0.0 | -3 | 0 | -3.6 | 1.6 | 32
O=C(Cn1nnc(-c2ccccc2)n1)Nc1cccc(S(=O)(=O)N2CCCC2)c1 | 1 | -21 | -1 | 1 | 0.5 | -8 | -3 | -1.4 | 0.1 | .
Cc1ccc(S(=O)(=O)NCC(=O)NNC(=O)c2ccccc2Cl)cc1C | 0 | 13 | -7 | 4 | 1.6 | -5 | 1 | -0.7 | -2.4 | .
COc1ccc(CCn2c(=O)[nH]c3cc(C(=O)N4CCN(c5ccccc5)CC4)ccc3c2=O)cc1OC | 0 | 11 | 7 | 12 | . | -1 | 9 | 0.3 | 0.2 | -2
Cc1c(C(=O)NC2CCCCC2)sc2ncnc(N3CCN(c4ccccc4)CC3)c12 | 16 | 4 | 8 | 3 | 0.2 | -4 | 6 | 1.3 | 2.6 | 13
CC(C)(C)n1nnnc1C(c1ccncc1)N1CCCCCC1 (stereo not drawn) | -3 | -3 | 11 | 8 | 1.3 | 19 | 3 | -5.9 | 1.3 | 25
COc1ccc(C)cc1-n1c(-c2ccncc2)n[nH]c1=S | -3 | -3 | -8 | 6 | 0.4 | 12 | -7 | -4.4 | -1.7 | -8
Cc1ccc(CSc2nsc(C)c2C#N)cc1 | 1 | -3 | 4 | -2 | 0.4 | -5 | 14 | -6.7 | -0.3 | 9
Cn1cc([N+](=O)[O-])c(C(=O)NNC(=O)c2ccc([N+](=O)[O-])cc2)n1 | 0 | 1 | 15 | 7 | . | -7 | 3 | -0.5 | 1.3 | 14
CC1CCCCC1NC(=O)CSC1=Nc2ccccc2C2CC=NN12 (stereo not drawn) | 0 | -5 | 29 | -4 | . | 2 | 3 | -2.7 | -1.9 | .
Cc1ccc(NC(=O)C2C(c3ccccc3)C=CC(c3ccccc3)C2C(=O)O)cc1 (stereo not drawn) | 1 | -1 | 7 | -11 | -0.3 | 5 | 3 | -3.9 | 1.0 | -18
CCS(=O)(=O)Nc1cccc(C2=NN(S(C)(=O)=O)C(c3cccs3)C2)c1 (stereo not drawn) | 3 | -4 | 10 | 3 | 4.3 | 6 | 36 | -3.7 | 1.9 | -3
O=C(CC1S/C(=N/N=C/c2ccco2)NC1=O)Nc1cccc(Cl)c1Cl (stereo not drawn) | 0 | -30 | 33* | 42* | . | -4 | -22 | -1.3 | -2.1 | 18
COc1ccc(CN2CCN(Cc3ccc(C(F)(F)F)cc3)CC2)cc1 | 2 | -5 | -1 | -2 | -0.2 | -36 | -8 | -1.1 | -1.4 | -8
Cc1nnc(-c2cnn(-c3ccccc3)c2N)n1Cc1ccc(F)cc1 | 0 | -1 | -4 | 0 | 6.0 | 0 | -3 | -2.5 | 0.0 | 29
Cn1nnnc1SCc1nc2ccccc2s1 | 1 | -7 | -4 | 6 | -3.6 | -11 | -1 | 0.2 | -1.6 | 10
CCOc1ccc(S(=O)(=O)Nc2ccccc2SC)cc1 | 1 | -1 | -3 | 6 | -2.7 | -4 | -6 | -0.1 | -3.4 | 6
COc1ccc(Cn2nnnc2C(c2cccnc2)N2CCN(c3ccc(O)cc3)CC2)cc1 (stereo not drawn) | -1 | 2 | -1 | -9 | 1.6 | -22 | 12 | -6.1 | -0.7 | 14
Cc1ccc(C(=O)c2no[n+]([O-])c2C(=O)c2ccc(C)cc2)cc1 | 3 | -1 | 18 | 12 | . | 4 | 3 | -1.3 | 1.5 | 54*

Part of the list above, set out differently.
Below each SMILES – Mtb FBA inh, Rv3671c inh, CCHF vOTU inh, GDH-TPI inh, Mtb BioA inh, BoNT-F LC inh, MazF activator, FadD28 binding, UGM FP inh, VHR inh abs
CN(C)c1nc2c(c(N)nn2-c2ccc(Cl)cc2)c(=O)o1
→ -9, -3, -1, -2, 11, 4, 8, -4.9, 3.7, 14
C=CCn1nc2n(c1=O)-c1ccccc1SC2
→ -2, -1, -15, -5, ., -6, 3, -1.8, 1.3, -7
O=S(=O)(c1c(F)cccc1F)N(CCc1ccc(F)cc1)C[C@@H](O)COCc1ccccc1
→ -3, ., 17, -2, -1.3, -2, 6, -5.7, ., .
COc1cccc2c(Cl)c(CC=C(Cl)Cl)c(C)nc12
→ 0, -1, 11, 0, 1.2, 0, -4, -3.6, -1.0, -8
COc1cccc(-n2nnnc2SCC(=O)Nc2nc3c(s2)CCCC3)c1
→ -2, -18, -2, 8, -1.5, 6, -2, 3.5, 0.9, 4

More records.
SMILES | Mtb FBA inh | Rv3671c inh | CCHF vOTU inh | GDH-TPI inh | Mtb BioA inh | BoNT-F LC inh | MazF activator | FadD28 binding | UGM FP inh | VHR inh abs
COc1ccc(NS(=O)(=O)c2csc(C(N)=O)c2)cc1 | -1 | 3 | -1 | -2 | 0.7 | -44 | 3 | -1.1 | 1.2 | 14
O=C(C1CCCN(S(=O)(=O)c2cccnc2)C1)N1CCN(c2ccccn2)CC1 (stereo not drawn) | 10 | 1 | 5 | 0 | 0.8 | -5 | 4 | -1.2 | -1.9 | 16
Cc1c(C(=O)Nc2ccc(S(=O)(=O)NCC3CCCO3)cc2)cccc1[N+](=O)[O-] (stereo not drawn) | 0 | 1 | -3 | -4 | . | -5 | 2 | -1.4 | -0.2 | 4
CCOC(OCC)c1ccc(/C=C\c2nccc(N)n2)cc1 | 0 | 1 | 18 | 28 | -0.2 | -8 | -32 | -0.2 | 0.3 | .
Fc1ccc(C2CCNCC2COc2ccc3c(c2)OCO3)cc1 (stereo not drawn) | 4 | 2 | -2 | 4 | . | -4 | 7 | -4.2 | 1.3 | -1
CN1C(=O)N(C)C(=O)C2(Cc3c(nc4ccccn4c3=O)N3CCc4ccccc4C32)C1=O (stereo not drawn) | 0 | 4 | 2 | 5 | . | 4 | -3 | -1.5 | -1.1 | 32
COc1ccc(CC(=O)N/N=C/c2ccc(-c3ccc(F)cc3)o2)cc1OC | 0 | -3 | 10 | 45* | -3.3 | -1 | 10 | -1.2 | 4.9 | 17
NC(=O)C1CCN(C(=O)c2ccco2)CC1 | -1 | 5 | 0 | -5 | 1.2 | -2 | -4 | -1.6 | 0.3 | -10
COc1ccc2c(c1)C1=NN(/C(C)=C/C(C)=O)C(c3ccc(F)cc3)C1CC2 (stereo not drawn) | 3 | 11 | 0 | 4 | 0.1 | 10 | -3 | -1.3 | 0.4 | -7
CC(OC(=O)c1cc(S(=O)(=O)N2CCOCC2)ccc1F)C(=O)NC1CCCCC1C (stereo not drawn) | 30* | 1 | 11 | 6 | -0.2 | 6 | -2 | 1.0 | 4.0 | 18
CSCCC(NC(=O)c1ccc(C)o1)C(=O)O (stereo not drawn) | 2 | -3 | 12 | -7 | -0.2 | -12 | -3 | -2.8 | -2.6 | 5
CCOC(=O)C1(c2ccccc2)CCN(CC(=O)c2ccc(NC(C)=O)cc2)CC1 | 1 | . | -5 | 2 | -2.2 | -3 | 6 | 1.0 | . | .
CS(=O)(=O)N(Cc1ccc(Cl)cc1)c1ccc(C(=O)NCC2CCCO2)cc1 (stereo not drawn) | 2 | -5 | 6 | -2 | . | 6 | -5 | -2.4 | 1.0 | 12
Cc1c(Cl)cccc1NC(=O)NCc1ccc(C)n1C | -2 | 1 | 12 | -4 | -0.9 | 14 | 9 | -3.1 | -0.3 | 6
C[C@H](NC(=O)C1CC(=O)N(c2ccc3c(c2)OCO3)C1)C(=O)NCc1ccco1 (stereo partly drawn) | -1 | 5 | 7 | 0 | -0.7 | 0 | 7 | 0.3 | 2.6 | 12
CC(=O)Nc1ccc(S(=O)(=O)N[C@@H](C)C(=O)OCC(=O)c2ccc[nH]2)cc1 | 0 | -1 | -5 | 1 | 0.9 | -4 | 3 | -3.5 | -0.2 | .
O=S(=O)(c1ccc2c(c1)nc(COc1ccc(Cl)cc1)n2CC1CCCO1)N1CCOCC1 (stereo not drawn) | 3 | 2 | 10 | 1 | 0.2 | -1 | -2 | -6.4 | -1.3 | 9
CC(C)=N/N=C1/NC(=O)C(c2ccccc2)S1 (stereo not drawn) | 0 | . | 14 | 11 | 0.0 | -8 | 3 | 0.2 | . | .
COc1cccc(N2CCN(C(=O)c3oc4ccccc4c3NC(=O)CCc3cc(OC)no3)CC2)c1 | -2 | 1 | 22 | 2 | -0.6 | 2 | 12 | -1.4 | -6.3 | 1
